Source: PubChem BioAssay
TcdB inh = TcdB glycohydrolase inhibition | 350,000 compounds, 0.24% hits | TcdB glycohydrolase enzymatic assay, plate reader | AID 652162 | inhibition, % at 9.99 µM; in the data active = inhibition above about 10%
Target sequence (P18177 whole entry, looked up): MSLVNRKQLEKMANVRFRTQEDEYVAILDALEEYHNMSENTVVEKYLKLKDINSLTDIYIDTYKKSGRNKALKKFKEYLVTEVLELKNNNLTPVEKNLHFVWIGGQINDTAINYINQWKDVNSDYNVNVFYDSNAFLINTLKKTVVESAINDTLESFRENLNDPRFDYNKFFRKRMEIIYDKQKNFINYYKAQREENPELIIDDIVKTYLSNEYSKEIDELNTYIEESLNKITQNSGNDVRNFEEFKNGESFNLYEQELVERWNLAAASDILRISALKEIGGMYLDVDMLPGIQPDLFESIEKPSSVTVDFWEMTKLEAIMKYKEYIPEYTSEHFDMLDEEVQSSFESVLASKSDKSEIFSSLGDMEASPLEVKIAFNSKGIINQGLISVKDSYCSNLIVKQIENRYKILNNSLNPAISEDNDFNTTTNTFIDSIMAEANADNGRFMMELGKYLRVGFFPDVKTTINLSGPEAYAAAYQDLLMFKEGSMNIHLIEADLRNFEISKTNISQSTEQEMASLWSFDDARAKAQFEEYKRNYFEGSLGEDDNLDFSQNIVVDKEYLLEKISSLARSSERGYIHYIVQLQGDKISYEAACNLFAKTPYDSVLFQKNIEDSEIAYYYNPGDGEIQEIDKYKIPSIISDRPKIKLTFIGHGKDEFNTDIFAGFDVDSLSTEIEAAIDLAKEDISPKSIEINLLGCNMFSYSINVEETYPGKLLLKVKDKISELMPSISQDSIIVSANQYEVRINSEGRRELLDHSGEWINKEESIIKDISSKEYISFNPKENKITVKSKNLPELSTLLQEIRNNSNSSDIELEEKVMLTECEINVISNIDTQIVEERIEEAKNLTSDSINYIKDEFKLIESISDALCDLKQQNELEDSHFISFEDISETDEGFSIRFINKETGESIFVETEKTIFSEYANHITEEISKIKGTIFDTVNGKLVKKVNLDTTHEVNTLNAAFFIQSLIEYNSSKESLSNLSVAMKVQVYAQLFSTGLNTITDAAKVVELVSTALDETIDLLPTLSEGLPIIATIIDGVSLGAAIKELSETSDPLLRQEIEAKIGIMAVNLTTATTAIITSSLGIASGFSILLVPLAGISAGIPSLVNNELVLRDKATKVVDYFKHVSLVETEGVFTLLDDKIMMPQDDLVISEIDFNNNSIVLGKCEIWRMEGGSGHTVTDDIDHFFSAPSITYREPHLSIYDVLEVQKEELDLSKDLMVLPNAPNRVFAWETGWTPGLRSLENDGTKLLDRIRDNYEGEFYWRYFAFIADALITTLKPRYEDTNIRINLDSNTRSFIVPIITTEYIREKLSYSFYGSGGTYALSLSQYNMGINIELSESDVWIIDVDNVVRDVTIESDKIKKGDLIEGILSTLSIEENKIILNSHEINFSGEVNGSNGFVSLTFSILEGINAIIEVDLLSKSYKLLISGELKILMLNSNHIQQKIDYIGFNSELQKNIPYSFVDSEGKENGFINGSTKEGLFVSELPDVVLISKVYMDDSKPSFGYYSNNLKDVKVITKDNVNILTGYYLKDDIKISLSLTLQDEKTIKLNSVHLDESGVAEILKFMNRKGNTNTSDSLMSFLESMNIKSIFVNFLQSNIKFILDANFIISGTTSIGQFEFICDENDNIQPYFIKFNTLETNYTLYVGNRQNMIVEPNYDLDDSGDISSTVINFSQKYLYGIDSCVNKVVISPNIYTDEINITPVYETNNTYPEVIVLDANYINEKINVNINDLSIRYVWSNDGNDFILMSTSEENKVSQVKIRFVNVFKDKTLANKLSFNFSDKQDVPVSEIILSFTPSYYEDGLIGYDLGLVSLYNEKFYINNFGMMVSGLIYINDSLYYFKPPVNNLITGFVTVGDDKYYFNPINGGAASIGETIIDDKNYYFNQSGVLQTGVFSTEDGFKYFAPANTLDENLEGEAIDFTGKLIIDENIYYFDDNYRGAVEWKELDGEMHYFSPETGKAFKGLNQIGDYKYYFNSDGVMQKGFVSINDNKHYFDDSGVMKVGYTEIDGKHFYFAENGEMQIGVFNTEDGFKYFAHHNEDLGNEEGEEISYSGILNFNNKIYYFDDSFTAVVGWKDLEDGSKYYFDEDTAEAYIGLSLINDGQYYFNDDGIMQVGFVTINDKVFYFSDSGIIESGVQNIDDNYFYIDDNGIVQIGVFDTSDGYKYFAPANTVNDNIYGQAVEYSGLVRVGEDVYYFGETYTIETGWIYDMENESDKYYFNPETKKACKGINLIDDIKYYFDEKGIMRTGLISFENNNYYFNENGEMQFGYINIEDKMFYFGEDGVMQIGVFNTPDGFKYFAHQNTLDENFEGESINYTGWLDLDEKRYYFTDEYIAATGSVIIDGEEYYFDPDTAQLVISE
An asterisk follows results filed as active; & = joins results of further samples. The list is partial; the hit share may differ from the screen's.

item	structure	TcdB inh
1	C[C@@H]1CN([C@H](C)CO)C(=O)Cc2cc(NS(=O)(=O)c3cccs3)ccc2O[C@H]1CN(C)Cc1ccc(-c2ccccc2)cc1	-1.7
2	O=C(C[C@H]1CC[C@@H](NC(=O)c2cccc(F)c2)[C@H](CO)O1)NCCN1CCCC1	-1.0
3	O=C(Cc1cccnc1)N1CC(=O)N2[C@H](C1)[C@@H](c1ccc(C#CC3CC3)cc1)[C@@H]2CO	0.7
4	O=C(O)C[C@@H]1C[C@H]2c3cc(NC(=O)CC4CC4)ccc3O[C@H]2[C@@H](CO)O1	-1.6
5	C[C@@H]1CN([C@H](C)CO)C(=O)c2cc(/C=C/c3ccccc3)cnc2O[C@@H]1CN(C)S(=O)(=O)c1cn(C)cn1	1.7
6	CO[C@@H]1CN(C)C(=O)c2cc(NS(=O)(=O)c3ccccc3)ccc2OC[C@H](C)N(C(=O)NC(C)C)C[C@@H]1C	-0.5
7	O=C(C[C@@H]1C=C[C@H](NC(=O)Nc2cc(F)ccc2F)[C@@H](CO)O1)NCc1ccccn1	-0.4
8	C[C@@H]1CN([C@H](C)CO)C(=O)Cc2cc(NC(=O)Nc3cccc4ccccc34)ccc2O[C@@H]1CN(C)C(=O)Nc1cccc2ccccc12	-0.4
9	N#C[C@H]1N[C@H](CO)[C@H]1c1ccc(C#CC2CCCC2)cc1	-0.9
10	C[C@@H]1CCCCO[C@@H](CN(C)C)[C@H](C)CN([C@H](C)CO)C(=O)c2cc(NC(=O)NC3CCCCC3)ccc2O1	-0.2

The list continues.
item	structure	TcdB inh
11	COc1ccc(S(=O)(=O)Nc2ccc3c(c2)C(=O)N([C@H](C)CO)C[C@@H](C)[C@H](CN(C)Cc2ccc(Oc4ccccc4)cc2)O3)cc1	0.3
12	COC(=O)[C@]12C[C@H](CC(=O)NCc3cccc4ccccc34)C(=O)N(Cc3ccccc3)C1=C[C@H](C(C)(C)C)O[C@@H]2C	0.7
13	CO[C@@H]1CN(C)C(=O)c2ccc(NC(C)=O)cc2OC[C@@H](C)N(C(=O)CC2CC2)C[C@H]1C	0.9
14	CN(C)C(=O)c1cccc(-c2ccc([C@@H]3[C@H](CO)N4C(=O)CN(C(=O)C5CCCC5)C[C@@H]34)cc2)c1	-0.7
15	C[C@H]1CN([C@@H](C)CO)C(=O)c2cc(NC(=O)C3CC3)ccc2O[C@H]1CN(C)C(=O)Nc1ccccc1	-0.2
16	C[C@@H]1CN([C@@H](C)CO)S(=O)(=O)c2ccc(C#C[C@@H](C)O)cc2O[C@@H]1CN(C)Cc1ccc(-c2ccccc2)cc1	-6.8
17	C[C@@H]1CN([C@@H](C)CO)C(=O)c2cc(NS(=O)(=O)c3cccs3)ccc2O[C@@H](C)CCCCO[C@H]1CN(C)C(=O)c1ccncc1	-2.1
18	COc1ccc(NC(=O)N(C)C[C@H]2Oc3c(NC(=O)C4CCOCC4)cccc3C(=O)N([C@H](C)CO)C[C@@H]2C)cc1	-1.3
19	CNC(=O)C[C@@H]1CC[C@H]2[C@@H](COC[C@H](O)CN2Cc2ccc(Cl)c(Cl)c2)O1	-3.3
20	C[C@H](CO)N1C[C@H](C)[C@@H](CN(C)Cc2ccc(C(=O)O)cc2)Oc2ccc(NC(=O)Nc3ccc4c(c3)OCO4)cc2CC1=O	-0.8

Continuation.
item	structure	TcdB inh
21	Cc1noc(C)c1NC(=O)Nc1ccc2c(c1)C(=O)N([C@H](C)CO)C[C@H](C)[C@H](CN(C)S(=O)(=O)c1ccc(F)cc1)O2	-2.1
22	Cc1ccc(S(=O)(=O)Nc2ccc3c(c2)C(=O)N([C@H](C)CO)C[C@@H](C)[C@H](CN(C)C(=O)Nc2ccc(F)cc2)OCCCC[C@@H](C)O3)cc1	0.9
23	C[C@@H]1CN([C@H](C)CO)C(=O)c2cc(NC(=O)Nc3ccc(C(F)(F)F)cc3)ccc2O[C@@H](C)CCCCO[C@H]1CN(C)S(C)(=O)=O	0.2
24	C[C@@H]1CCCCO[C@@H](CN(C)S(=O)(=O)c2ccc(F)cc2)[C@@H](C)CN([C@@H](C)CO)C(=O)c2cc(NC(=O)C3CCCCC3)ccc2O1	0.0
25	CNC[C@@H]1OCCCC[C@@H](C)Oc2ccc(NS(=O)(=O)c3ccc(OC)cc3)cc2C(=O)N([C@H](C)CO)C[C@H]1C	0.7
26	C[C@@H]1CN([C@H](C)CO)S(=O)(=O)c2ccc(-c3ccc(F)cc3)cc2O[C@H]1CN(C)C(=O)C1CCOCC1	0.8
27	O=C(Nc1ccc(F)cc1)N[C@@H]1CC[C@H](CCn2cc(C3(O)CCCC3)nn2)O[C@H]1CO	0.4
28	O=S(=O)(NCC[C@H]1CC[C@@H](NS(=O)(=O)c2ccccc2Cl)[C@@H](CO)O1)c1ccc(Cl)cc1	1.4
29	C[C@@H]1CN([C@H](C)CO)S(=O)(=O)c2ccc(C3=CCCC3)cc2O[C@H]1CN(C)C(=O)CC1CC1	-1.9
30	C#CCN(Cc1cccc(F)c1)C(=O)c1nnc2c3cc(F)ccc3n(S(=O)(=O)c3ccc(OC)cc3)c2n1	1.1

Next part, overlapping the part above by 2 compounds.
item	structure	TcdB inh
29	C[C@@H]1CN([C@H](C)CO)S(=O)(=O)c2ccc(C3=CCCC3)cc2O[C@H]1CN(C)C(=O)CC1CC1	-1.9
30	C#CCN(Cc1cccc(F)c1)C(=O)c1nnc2c3cc(F)ccc3n(S(=O)(=O)c3ccc(OC)cc3)c2n1	1.1
31	CO[C@@H]1CN(C)C(=O)c2cc(NC(=O)C3CCCCC3)ccc2OC[C@H](C)NC[C@H]1C	0.1
32	C[C@H](CO)N1C[C@H](C)[C@@H](CN(C)Cc2ccc(C(=O)Nc3ccccc3N)cc2)Oc2c(NS(C)(=O)=O)cccc2C1=O	-0.2
33	COc1ccccc1CNC(=O)C[C@@H]1C=C[C@H](NC(C)=O)[C@H](CO)O1	1.3
34	Cc1noc(C)c1NC(=O)Nc1cccc2c1O[C@H](CN(C)Cc1ccc(-c3ccccc3)cc1)[C@H](C)CN([C@H](C)CO)C2=O	1.2
35	CC(C)NC(=O)N(C)C[C@H]1Oc2c(NC(=O)C3CCOCC3)cccc2C(=O)N([C@@H](C)CO)C[C@H]1C	-4.4
36	CCCNC(=O)C[C@@H]1CC[C@@H]2[C@H](COC[C@H](O)CN2C(=O)c2cc(Cl)cc(Cl)c2)O1	-0.8&1.1
37	O=C(C[C@H]1C=C[C@H](NC(=O)C2CC2)[C@@H](CO)O1)NCc1ccncc1	0.4
38	Cc1noc(C)c1S(=O)(=O)Nc1ccc2c(c1)C(=O)N([C@@H](C)CO)C[C@@H](C)[C@@H](CN(C)S(=O)(=O)c1ccc(F)cc1)OCCCC[C@@H](C)O2	0.2
39	CC(C)NC(=O)N(C)C[C@H]1Oc2cc(C#CC3CC3)ccc2S(=O)(=O)N([C@H](C)CO)C[C@H]1C	0.4
40	CN(C)CC(=O)N1[C@@H](C#N)[C@H](c2ccccc2-c2cccc(C(=O)N(C)C)c2)[C@@H]1CO	0.9

Of the compounds above, these contain a Cl atom:
item	structure	TcdB inh
19	CNC(=O)C[C@@H]1CC[C@H]2[C@@H](COC[C@H](O)CN2Cc2ccc(Cl)c(Cl)c2)O1	-3.3
28	O=S(=O)(NCC[C@H]1CC[C@@H](NS(=O)(=O)c2ccccc2Cl)[C@@H](CO)O1)c1ccc(Cl)cc1	1.4
36	CCCNC(=O)C[C@@H]1CC[C@@H]2[C@H](COC[C@H](O)CN2C(=O)c2cc(Cl)cc(Cl)c2)O1	-0.8&1.1

Carrying on:
item	structure	TcdB inh
41	C[C@H]1CN([C@@H](C)CO)C(=O)Cc2cc(NC(=O)Nc3cccc4ccccc34)ccc2O[C@@H]1CN(C)S(=O)(=O)c1cn(C)cn1	-0.6
42	C[C@@H]1CN([C@H](C)CO)C(=O)c2cccc(NC(=O)CCCCCC(=O)Nc3ccccc3N)c2O[C@@H]1CN(C)Cc1ccncc1	-0.3
43	CCNC(=O)C[C@@H]1CC[C@@H]2[C@H](COC[C@@H](O)CN2C(=O)c2ccccn2)O1	-1.1
44	COCC(=O)N1CC2(CCN(Cc3ccccc3Cl)CC2)c2c([nH]c3cc(OC)ccc23)[C@@H]1CO	-3.1
45	CC(C)c1cn(CC[C@H]2CC[C@H](NC(=O)C3CCC3)[C@@H](CO)O2)nn1	-0.1
46	C[C@@H]1CN([C@@H](C)CO)C(=O)c2cc(NC(=O)c3ccncc3)ccc2O[C@@H](C)CCCCO[C@@H]1CN(C)C(=O)Nc1ccccc1	-3.2
47	C[C@@H]1CCCCO[C@@H](CN(C)Cc2ccc(Cl)c(Cl)c2)[C@H](C)CN([C@@H](C)CO)C(=O)c2cc(NS(=O)(=O)c3ccccc3)ccc2O1	0.0
48	C[C@@H]1CCCCO[C@H](CN(C)S(=O)(=O)c2ccccc2)[C@@H](C)CN([C@@H](C)CO)C(=O)c2cc(NC(=O)C3CCCCC3)ccc2O1	1.0
49	CNC(=O)C[C@H]1CC[C@@H]2[C@@H](COc3ccc(NC(=O)c4ccccc4OC)cc3C(=O)N2C)O1	4.8
50	COc1ccc(CN(C)C[C@@H]2Oc3ccc(NC(=O)C4CCCCC4)cc3C(=O)N([C@H](C)CO)C[C@@H]2C)cc1	0.4

Next part:
item	structure	TcdB inh
51	CO[C@@H]1CC[C@@H]2CCOc3c(C#N)cccc3C(=O)N(C)CC3(CCCCC3)CC(=O)N(C)C[C@H]1O2	-0.1
52	O=C(N[C@@H]1CC[C@@H](CCNS(=O)(=O)c2ccc(Cl)cc2)O[C@@H]1CO)c1cccnc1	0.5&1.0
53	C[C@@H]1CCCCO[C@H](CN(C)C(=O)Nc2ccc(C(F)(F)F)cc2)[C@H](C)CN([C@H](C)CO)C(=O)c2cc(NC(=O)Nc3ccc(F)cc3)ccc2O1	-0.1
54	Cc1ccc(S(=O)(=O)N(C)C[C@H]2OCCCC[C@H](C)Oc3ccc(NC(=O)Nc4ccc5c(c4)OCO5)cc3C(=O)N([C@H](C)CO)C[C@H]2C)cc1	-0.4
55	Cc1noc(C)c1NC(=O)N(C)C[C@@H]1Oc2ccc(NC(=O)C3CCCCC3)cc2CC(=O)N([C@@H](C)CO)C[C@H]1C	-1.2
56	Cc1noc(C)c1NC(=O)Nc1ccc2c(c1)C(=O)N([C@@H](C)CO)C[C@@H](C)[C@H](CN(C)Cc1ccc(C(F)(F)F)cc1)O2	-1.4
57	CS(=O)(=O)N1[C@H](CO)[C@@H](c2ccc(C#CC3CCCC3)cc2)[C@@H]1C#N	0.3
58	C[C@H]1CN([C@@H](C)CO)S(=O)(=O)c2ccc(-c3cccc(C#N)c3)cc2O[C@H]1CN(C)C(=O)Nc1cc(F)ccc1F	1.4
59	CC(C)NC(=O)N(C)C[C@@H]1Oc2c(NC(=O)Nc3ccc(F)cc3)cccc2C(=O)N([C@H](C)CO)C[C@H]1C	0.0
60	COc1ccc(NC(=O)Nc2ccc3c(c2)C(=O)N([C@H](C)CO)C[C@@H](C)[C@H](CN(C)C(=O)Nc2c(C)noc2C)O3)cc1	-0.4

Additional entries:
item	structure	TcdB inh
61	O=C1CNC[C@@H]2[C@@H](c3ccc(C4=CCCC4)cc3)[C@H](CO)N12	-0.6
62	CCCNC(=O)C[C@@H]1CC[C@H]2[C@@H](COC[C@@H](O)CN2C(=O)Nc2ccccc2OC)O1	-3.2
63	CC(C)NC(=O)N(C)C[C@H]1Oc2cc(-c3ccccc3F)ccc2S(=O)(=O)N([C@@H](C)CO)C[C@H]1C	0.8
64	CO[C@@H]1CN(C)C(=O)c2cc(NS(=O)(=O)c3ccccc3C)ccc2OC[C@@H](C)N(S(C)(=O)=O)C[C@H]1C	0.4
65	C[C@@H]1CN([C@@H](C)CO)C(=O)c2cc(NC(=O)NC3CCCCC3)ccc2O[C@@H](C)CCCCO[C@H]1CN(C)S(=O)(=O)c1ccc(F)cc1	0.9
66	CCCCN1CC(COCc2ccccc2)Oc2cccc(Oc3ccc(SC)c(C)c3)c2S1(=O)=O (configuration not stated)	0.8
67	CCCC(=O)Nc1ccc2c(c1)OC[C@H](C)N(Cc1ccccn1)C[C@@H](C)[C@H](OC)CN(C)C2=O	0.3
68	C[C@H]1CN([C@@H](C)CO)C(=O)c2cccc(NC(=O)Nc3ccc(C(F)(F)F)cc3)c2O[C@H]1CN(C)S(=O)(=O)c1ccc(Cl)cc1	0.6
69	C[C@H]1CN([C@@H](C)CO)C(=O)Cc2cc(NS(=O)(=O)c3cn(C)cn3)ccc2O[C@H]1CN(C)Cc1ccc(C(=O)O)cc1	0.1
70	C[C@@H]1CN([C@@H](C)CO)C(=O)c2cc(NC(=O)Cc3cn(C)c4ccccc34)ccc2O[C@H]1CN(C)Cc1ccc2c(c1)OCO2	0.6

Some values from the entries so far:
TcdB inh result of entry 63 → 0.8
TcdB inh result of entry 66 → 0.8
TcdB inh result of entry 61 → -0.6
TcdB inh result of entry 68 → 0.6
TcdB inh result of entry 65 → 0.9
TcdB inh result of entry 62 → -3.2
TcdB inh result of entry 69 → 0.1

(continued)
item	structure	TcdB inh
71	C[C@H](CO)N1C[C@H](C)[C@H](CN(C)Cc2ccc(C(F)(F)F)cc2)Oc2ccc(NC(=O)C3CC3)cc2C1=O	-2.6
72	Cc1ccc(S(=O)(=O)N2CC[C@H]3[C@H](CO)Nc4ccc(Br)cc4[C@H]32)cc1	0.1
73	O=C(C[C@H]1CC[C@@H](NC(=O)C2CC2)[C@@H](CO)O1)Nc1ccccc1	0.9
74	CC(C)CC#Cc1ccc([C@H]2[C@@H](CO)N3C(=O)CN(C(=O)Cc4ccccc4)C[C@@H]23)cc1	0.6
75	O=C(Cc1cccnc1)N[C@@H]1CC[C@@H](CCn2cc(Cc3ccccc3)nn2)O[C@H]1CO	0.0
76	CO[C@H]1CN(C)C(=O)c2ccc(NS(=O)(=O)c3ccc(C)cc3)cc2OC[C@@H](C)NC[C@@H]1C	-0.7
77	C[C@H]1CN([C@@H](C)CO)S(=O)(=O)c2ccc(C3=CCCC3)cc2O[C@@H]1CN(C)Cc1ccccn1	0.9
78	C[C@H](CO)N1C[C@H](C)[C@H](CN(C)C(=O)Nc2ccc(C(F)(F)F)cc2)Oc2ccc(NS(=O)(=O)c3ccc(F)cc3)cc2C1=O	-1.4
79	C[C@H]1CN([C@@H](C)CO)C(=O)Cc2cc(NC(=O)CCN3CCOCC3)ccc2O[C@H]1CN(C)S(=O)(=O)c1cn(C)cn1	-9.2
80	C[C@H](CO)N1C[C@H](C)[C@@H](CN(C)Cc2ccncc2)Oc2ncc(C#Cc3ccccn3)cc2C1=O	0.3
